Screening data (PubChem)
697 NFkB inh: inhibitors of PMA/ionomycin-induced NF-kB reporter, 697 cells, primary screen, B-cell NF-kB inhibitor project, cell-based, luminescence, uHTS. 697 B-cell NF-kB luciferase reporter, 16 h. inhibition, % at 4 µM. hit rate 0.33% among 330,000. AID 435022, 2010; in the data active = inhibition above about 35%
Mdm2 MdmX PPI: inhibitors of human Mdm2-MdmX association, primary screen, cell-based, luminescence, split luciferase, SaOS-2, uHTS | Protein Mdm4 (Homo sapiens) + E3 ubiquitin-protein ligase Mdm2 (Homo sapiens), … | SaOS-2 split-luciferase Mdm2/MdmX complementation | inhibition, % at 8 µM | hit rate 3% among 330,000;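 active = inhibition of at least 50% at 8 µM in the primary screen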
Target sequence (O15151 whole entry, looked up): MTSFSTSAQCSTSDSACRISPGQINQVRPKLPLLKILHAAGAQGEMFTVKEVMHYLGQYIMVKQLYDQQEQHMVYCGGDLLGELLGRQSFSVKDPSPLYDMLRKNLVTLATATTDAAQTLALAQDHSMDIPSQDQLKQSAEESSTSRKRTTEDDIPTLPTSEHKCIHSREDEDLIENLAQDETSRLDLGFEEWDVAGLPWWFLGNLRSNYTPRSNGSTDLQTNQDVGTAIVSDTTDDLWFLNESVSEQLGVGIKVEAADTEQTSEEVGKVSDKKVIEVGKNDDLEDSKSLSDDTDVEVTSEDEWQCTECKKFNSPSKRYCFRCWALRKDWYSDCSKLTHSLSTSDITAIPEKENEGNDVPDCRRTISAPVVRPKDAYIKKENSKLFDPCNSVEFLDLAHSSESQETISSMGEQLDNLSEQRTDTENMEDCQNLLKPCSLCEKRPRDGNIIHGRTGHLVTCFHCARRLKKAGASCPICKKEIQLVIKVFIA
Target sequence (Q00987 whole entry, looked up): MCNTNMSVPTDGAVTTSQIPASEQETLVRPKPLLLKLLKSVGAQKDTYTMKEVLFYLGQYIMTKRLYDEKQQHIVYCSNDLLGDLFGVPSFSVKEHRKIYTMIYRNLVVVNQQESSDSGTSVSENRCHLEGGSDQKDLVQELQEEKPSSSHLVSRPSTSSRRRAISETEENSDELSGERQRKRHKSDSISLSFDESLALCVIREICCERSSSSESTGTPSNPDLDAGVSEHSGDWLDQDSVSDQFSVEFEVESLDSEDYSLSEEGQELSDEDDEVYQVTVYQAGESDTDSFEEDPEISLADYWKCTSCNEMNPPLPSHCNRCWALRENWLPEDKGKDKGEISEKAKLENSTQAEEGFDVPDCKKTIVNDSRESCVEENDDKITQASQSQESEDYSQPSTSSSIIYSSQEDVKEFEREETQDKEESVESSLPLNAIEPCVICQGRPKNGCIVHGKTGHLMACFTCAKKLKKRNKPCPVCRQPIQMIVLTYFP
UPR XBP1 act: activators of adaptive XBP1 UPR arm, primary screen, cell-based, CHO-XBP1 luciferase reporter, luminescence, uHTS; IRE1-XBP1 UPR activation; percent of tunicamycin response, DMSO as zero; activation, % at 20 µM; hit rate 0.33% among 330,000;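 active = versus positive control, 20 µM dose yields 30% or more activation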;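 note: 100% = tunicamycin at 10 µg/mL and 0% = DMSO only wells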
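Signal: luciferase luminescence; Assay system: CHO-XBP1 luciferase reporter cells; Amount: one thousand reporter cells per well; Dosing: 20 µM single concentration, DMSO 1%; Benchmarks: high control tunicamycin 10 µg/mL final, low control DMSO vehicle only; Schedule: 6 h compound exposure at 37 °C, 5% CO2; Evaluation: percent activation relative to tunicamycin reference.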
Jurkat NFkB inh: inhibitors of induced NF-kB luciferase reporter, primary screen, TCR NF-kB activation inhibitor project, cell-based, luminescence, uHTS. Jurkat, PMA/ionomycin-induced NF-kB luciferase reporter. inhibition, % at 4 µM. hit rate 0.53% among 330,000. AID 435003, 2010; in the data active = inhibition above about 50%
UPR CHOP act: activators of apoptotic CHOP UPR arm, primary screen, cell-based, CHO-CHOP luciferase reporter, luminescence, uHTS. UPR activation; percent of tunicamycin response over DMSO baseline. activation, % at 10 µM. hit rate 0.34% among 330,000. AID 449763, 2010;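 active = at 10 µM dose, activation of 40% or more, normalized to positive control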;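 note: 100% = tunicamycin at 10 µg/mL and 0% = DMSO alone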
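Assay system: CHO cells with stable CHOP pathway luciferase reporter; Buffer or medium: F12 plus 10% serum; Times: 16-18 h cell attachment, then 6 h compound exposure, 37 °C; Signal: luciferase luminescence; Read-out basis: percent activation relative to tunicamycin control; Control set: tunicamycin high control, DMSO low control.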
tim23-1 inh: growth inhibitors of tim23-1 mutant yeast, primary screen, luminescence, uHTS. S. cerevisiae tim23-1 growth, BacTiter-Glo luminescence, 24 h. inhibition, % at 20 µM. hit rate 1.3% among 330,000;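 active = growth inhibition of the mutant yeast at or above 50%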;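 note: temperature-sensitive mutant grown at 25 °C; plate controls were DMSO-treated mutant yeast for no effect and medium wells lacking yeast for full effect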
APJ agonist: agonists of human apelin receptor APJ, primary screen, CHO-K1 cells, PathHunter beta-arrestin, luminescence; activation, % at 20 µM; hit rate 0.11% among 330,000; 0% DMSO wells, 100% apelin; P35414;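 active = activation more than six SD over the plate average, tested at 20 µM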;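 note: 0% = DMSO alone and 100% = apelin-13 at 10 nM; some results filed as inactive read as strong as hits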
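Assay system: CHO-K1 cells stably expressing ProLink-tagged human APJ and arrestin–beta-gal acceptor. Compound dosing: 20 µM single point, 1% DMSO. Times: 16-18 h seeding, 90 min dark compound exposure, 60 min detection. Detection: beta-gal luminescence. Evaluation: APJ–arrestin association signal. Controls: negative DMSO alone, positive Apelin-13 at 10 nM.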
APJ antag: antagonists of human apelin receptor APJ, primary screen, CHO-K1 cells, beta-arrestin complementation, luminescence; P35414; hit rate 0.32% among 330,000; AID 2521, 2010; inhibition, % at 20 µM;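 active = inhibition above about 40% at 20 µM, limit read from the data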;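 note: cells challenged with 10 nM apelin-13 agonist together with compound; plate controls were apelin-13 plus DMSO wells for no effect and DMSO wells lacking apelin-13 for full effect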
* marks the source's active call; other numbers are inactive results; & = joins results of further samples.

Each structure is followed by: 697 NFkB inh	Mdm2 MdmX PPI	UPR XBP1 act	Jurkat NFkB inh	UPR CHOP act	tim23-1 inh	APJ agonist	APJ antag
> Cc1ccc2[nH]c(C(=O)Nc3ccc(F)cc3)cc2c1
 : -124.0	-15.1	-0.9	-47.9	2.8	0.1	-2.3	9.5
> CN(C)/C=C(\C=O)c1c(Cl)cccc1Cl
 : 7.8	-8.3	2.0	4.4	0.4	4.8	-0.6	10.8
> O=C(O)c1cc(N=Cc2c(O)c3ccccc3oc2=O)ccc1O
 : 9.9	21.4	-3.8	-16.9	2.4	5.2	-1.0	-6.9
> Cc1cc2nc(SCC(=O)Nc3nonc3C)c3c(c2cc1C)CCCC3
 : 12.5	46.9	2.9	6.2	-1.1	6.1	4.2	1.5
> COC(=O)c1ccc(NS(=O)(=O)c2cc3c4c(c2)CCN4C(=O)CC3)cc1
 : 3.9	11.5	-1.0	-4.0	-0.8	-2.4	-2.5	13.7
> COc1cc(/C=N/NC(=O)c2ccc(=O)[nH]n2)ccc1O
 : -7.7	20.6	0.1	11.1	-1.0	9.1	3.6	12.5
> O=C(CNCc1ccc(Cl)cc1)Nc1ccc(C(=O)N2CCCCC2)cc1
 : 4.6	-7.3	2.6	0.8	-0.7	6.8	-0.1	13.1
> O=C(NNS(=O)(=O)c1ccc([N+](=O)[O-])cc1)C(=O)Nc1cccc(C(=O)O)c1
 : 6.6	8.9	-2.1	-0.8	-0.8	-5.4	8.9	0.4
> COc1ccc(CCN2C(=O)NC(NC(=O)C(C)(C)C)(C(F)(F)F)C2=O)cc1OC (configuration not stated)
 : 17.8	11.0	-4.3	4.3	-1.3	10.6	-2.8	-20.5
> CCCCOc1cc(C(=O)NCCN(CC)CC)c2ccccc2n1
 : -6.0&-0.9	30.3&2.6	-6.2&-8.9	6.1&-6.2	0.2&0.8	9.4&-11.4	-1.1&-2.2	1.8&8.9
> CC(=O)Nc1ccc(S(=O)(=O)N2CCCC2C(=O)Nc2ccc(F)cc2)cc1 (configuration not stated)
 : 7.7	-7.0	-3.2	-6.5	-2.3	1.5	-2.4	-6.3
> O=C(CSc1ncccn1)NNC(=O)c1ccccc1
 : -13.7	23.6	3.5	12.5	0.1	-6.6	-14.5	-9.9
> CC(=O)c1cccc(NC(=O)Cc2ccc3c(c2)CCCC3)c1
 : -10.4	-7.2	-5.4	2.5	1.4	18.6	-4.0	0.5
> COc1cccc(CC(=O)OCC(=O)NC2CCCCCC2)c1
 : 29.1	4.2	0.2	7.7	-0.5	8.4	0.2	-3.5
> Cc1cc(C(=O)OCC(=O)NC(=O)c2cccn2C)c2ccccc2n1
 : 3.0	-9.5	1.4	-3.0	1.6	-43.0	-2.6	-10.9
> Cc1c(Cl)cccc1NC(=O)CCC(=O)NNC(=O)c1ccccc1
 : 14.8	9.3	-0.2	1.1	1.1	1.0	-2.0	-16.2
> O=C(CSc1nc2ccc([N+](=O)[O-])cc2[nH]1)NC1CCCC1
 : 8.3	8.7	4.3	4.3	1.0	5.3	-3.8	3.6
> Cc1ccc(/C=N/NC(=O)c2cccc(NC(=O)c3ccccc3C)c2)o1
 : 10.5	7.5	-2.5	5.2	0.0	16.5	-2.7	0.6
> O=c1cc(N2CCc3ccccc3C2)[nH]c(=O)n1-c1ccccc1Cl
 : 8.3	13.5	-0.9	3.1	-1.1	-12.6	1.7	-5.2
> Cc1[nH]c(=O)[nH]c(=O)c1S(=O)(=O)N1CCCC(C(=O)NCCc2ccc(Cl)cc2)C1 (configuration not stated)
 : 11.8	44.7	-3.2	6.7	1.5	8.3	-1.2	18.3
> CC(C)N(C(=S)Nc1ccc(S(=O)(=O)N2CCOCC2)cc1)c1ccccc1
 : 6.7	4.8	-0.1	-0.1	0.8	-3.4	0.2	-0.2
> CC(=O)Cc1nsc(NC(=O)c2cccc(F)c2)n1
 : -19.0	-2.6	3.0	-1.1	4.9	27.0	-4.3	0.7
> CC(=O)OC[C@H]1O[C@H](C/C=N/O[C@@H](C)c2cn([C@H](CO)Cc3ccccc3)nn2)C=C[C@@H]1OC(C)=O
 : 4.9	5.4	-2.2	-2.4	0.4	1.0	0.7	-21.3
> CN(C)S(=O)(=O)c1ccc(N2CCCC2)c(C(=O)Nc2ccc(N3CCOCC3)cc2)c1
 : 15.9	19.7	-2.7	-0.3	1.3	-11.1	-4.7	-12.0
> CC(C)(C)CC(C)(C)Nc1c(-c2ccc(O)cc2)nc2cnccn12
 : -10.5	22.3	3.8	8.0	-1.0	41.4	5.3	-3.2
> C1=CCN(Cc2ccccc2)C1
 : 10.7	12.4	-6.2	-3.2	-0.4	-12.6	-4.7	11.5
> COC(=O)c1ccccc1OCCCN(C)C
 : -8.9	-13.4	0.1	1.6	4.2	6.3	-0.2	-6.9
> CC[C@@]12C(=O)N(c3ccccc3)C(=O)N1[C@H](c1ccc(OC)cc1)[C@@H]1C(=O)N(C(C)(C)C)C(=O)[C@@H]12
 : -0.9	-6.2	1.9	-13.8	-1.1	-0.1	-3.8	8.1
> CCn1cc[n+](C)c1P(c1ccccc1)c1ccccc1
 : 13.3	6.6	-1.8	8.3	-0.3	17.2	-2.4	20.7
> COc1ccc(N(C(=O)CNC(=O)c2ccco2)C(C(=O)NC2CCCCC2)c2ccco2)cc1 (configuration not stated)
 : 5.5	-10.1	-3.1	7.1	-1.8	2.7	-3.3	3.8
> CC(C)OCC(O)CN1CCN(C(c2ccccc2)c2ccccc2)CC1 (configuration not stated)
 : -7.7	15.2	2.6	2.8	0.2	9.3	-5.9	5.3
> COc1ccc(S(=O)(=O)N(C)CC(=O)NCCN2CCOCC2)cc1
 : 12.3	10.4	1.7	16.2	0.3	-1.2	-1.2	14.9
> COc1ccc(-c2csc3nc(C)n(-n4cccc4)c(=O)c23)cc1
 : -4.8	-12.1	4.3	6.9	-1.2	16.1	-1.6	14.1
> Cc1nc(N2CCOCC2)c2oc3ccccc3c2n1
 : 16.8	17.0	2.1	1.4	-1.1	10.6	-3.1	4.7
> COc1ccccc1NC(=O)CN1CCC(c2nc3ccc(C)cc3[nH]2)CC1
 : -2.1	15.6	-3.3	21.7	1.8	-9.9	-2.8	7.6
> COCC(=O)NC1CC2CCC(C1)N2C(=S)Nc1ccccc1C(=O)OC (configuration not stated)
 : 13.6	-13.4	-1.4	-9.2	-1.8	15.7	-3.5	2.1
> N#Cc1cc(C(=O)c2cc(F)ccc2O)cn(-c2nccs2)c1=O
 : -22.1	20.5	-0.7	8.6	0.7	32.2	0.2	-15.1
> O=C(Nc1nnc(CSCc2ccccc2F)s1)c1cccc([N+](=O)[O-])c1
 : 16.1	-17.6	-0.3	9.5	1.7	4.8	-2.3	8.6
> CCOc1ccccc1NC(=O)CN1CCC(C(=O)c2ccc(F)cc2)CC1
 : -23.5	-0.5	-3.2	-18.0	1.3	-9.1	-0.2	1.1
> CC(Oc1ccc(Br)cc1)C(=O)Nn1c(=S)[nH]c2ncccc2c1=O (configuration not stated)
 : -13.8	14.3	-1.8	-26.3	3.0	14.6	-1.8	-9.9
> Cc1cccc(Nc2nc(N)nc(CN3CCN(c4ccccc4)CC3)n2)c1
 : -13.4	-3.4	0.8	-10.9	-3.7	8.7	6.0	-3.7
> CN1CCN(C(=O)CCc2nc(-c3ccc(Cl)cc3)no2)CC1
 : -2.1	24.1	-1.4	-6.3	0.6	16.5	0.0	-7.4
> O=C(O)c1cc(-c2ccccc2)n(-c2ccccc2C(=O)O)n1
 : 6.5	-15.6	-1.6	0.7	1.4	8.0	4.8	10.4
> COc1ccc(S(=O)(=O)N2CCOCC2)cc1NC(=O)CO/N=C/c1ccccc1OC(F)F
 : -11.0	17.5	0.0	23.7	-2.1	14.1	1.5	-11.9
> Cc1cc(C)nc(/N=C(\N)Nc2ccc([N+](=O)[O-])cc2)n1
 : 7.8	26.5	0.7	-3.1	-0.8	-22.6	1.4	20.8
> CC(=O)N1CCSc2ccc(S(=O)(=O)Nc3ccc(C)cc3)cc21
 : -12.1	9.2	-1.2	19.1	0.0	14.3	-1.9	-36.3
> CCN(CC1COc2ccccc2O1)C(=S)Nc1ccccc1 (configuration not stated)
 : -1.0	-18.5	0.7	-15.2	-0.1	49.2	-3.7	-6.6
> Cn1ncc(Br)c1C(=O)NC1CCCC1
 : 0.0	18.2	-2.1	-8.8	-4.4	2.7	-1.8	-11.0
> Cc1nc2ccccc2c(=O)n1-c1ccc(NS(=O)(=O)c2cc(F)ccc2F)cc1
 : 16.4	-10.3	-3.8	5.5	1.7	1.2	1.6	-37.2
> O=C1CC(c2ccc(F)cc2)SC(N(c2ccccc2)c2ccccc2)=N1 (configuration not stated)
 : 1.7	25.6	-3.9	3.0	1.5	24.1	-3.4	16.1
> Cc1ccc(C(=O)OCC(=O)NC(C)c2ccccc2)cc1C (configuration not stated)
 : -6.2	13.9	-1.1	-8.3	0.1	11.5	-2.2	-3.1
> O=C(CSc1cccc(C(F)(F)F)c1)Nc1ccc(N2CCOCC2)cc1
 : 7.0	13.8	-1.1	14.7	-1.0	28.9	-1.0	2.5
> CCN(CC)C(=O)C(C)N(C#N)c1nc(Cl)nc(N(C)C)n1 (configuration not stated)
 : -14.3	16.8	3.0	13.7	0.1	22.4	-3.5	2.7
> CCOC(=O)N1CCN(C(=O)c2csc3c2CCCCC3)CC1
 : -1.2	19.3	-1.1	7.5	-0.9	11.3	0.8	9.7
> CC(=O)c1cc2c(cc1NC(=O)c1ccccc1C)OCO2
 : 9.7	26.5	2.8	-8.3	-0.3	5.6	-0.4	22.1
> COc1cc(C2C(C(=O)c3ccc(C)o3)=C(O)C(=O)N2CCc2ccccc2)ccc1O (configuration not stated)
 : -29.0	2.6	0.9	7.3	-2.1	-3.9	2.6	8.5

Full records from above. Order of values: 697 NFkB inh	Mdm2 MdmX PPI	UPR XBP1 act	Jurkat NFkB inh	UPR CHOP act	tim23-1 inh	APJ agonist	APJ antag
Profile of Cc1cc2nc(SCC(=O)Nc3nonc3C)c3c(c2cc1C)CCCC3 → 12.5	46.9	2.9	6.2	-1.1	6.1	4.2	1.5
Profile of N#Cc1cc(C(=O)c2cc(F)ccc2O)cn(-c2nccs2)c1=O → -22.1	20.5	-0.7	8.6	0.7	32.2	0.2	-15.1
Profile of COC(=O)c1ccc(NS(=O)(=O)c2cc3c4c(c2)CCN4C(=O)CC3)cc1 → 3.9	11.5	-1.0	-4.0	-0.8	-2.4	-2.5	13.7

Sorted by the number under UPR XBP1 act (high to low): some entries from above
SMILES | UPR XBP1 act
O=C(CSc1ncccn1)NNC(=O)c1ccccc1 | 3.5
CN(C)S(=O)(=O)c1ccc(N2CCCC2)c(C(=O)Nc2ccc(N3CCOCC3)cc2)c1 | -2.7
O=C(O)c1cc(N=Cc2c(O)c3ccccc3oc2=O)ccc1O | -3.8
